# Compound activity as filed in PubChem.
# Wnt bcat act: activators of Wnt/beta-catenin signaling; Wnt/beta-catenin reporter cell assay, activator, plate reader; actives 1.2% (n = 300,000); activation, % at 9.35 µM; in the data active = activation above about 30%, passing the limit was not always enough;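 note: 0% = neutral control wells and 100% = positive control wells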
# PvdQ acylase: P. aeruginosa PvdQ acylase inhibition | purified PvdQ acylase, fluorescence plate reader | inhibition, % at 10 µM | actives 0.063% (n = 340,000) | AID 488965; in the data active = inhibition above about 30%, passing the limit was not always enough;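 note: 0% = vehicle neutral wells and 100% = reference inhibitor wells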
# dFosB activator: mouse delta FosB homodimer activation; actives 0.99% (n = 340,000); activation, % at 25 µM; AID 493131; purified delta FosB, TAMRA-CDK5 oligo fluorescence polarization; percent of positive-control signal above neutral wells; P13346;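 active = mean activation above about 17%, with every replicate also reaching it, limit read from the data, passing the limit was not always enough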;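 note: fluorescence polarization rise as delta FosB binds a TAMRA Cdk5 AP-1 oligo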
# Target sequence (P13346 whole entry, looked up): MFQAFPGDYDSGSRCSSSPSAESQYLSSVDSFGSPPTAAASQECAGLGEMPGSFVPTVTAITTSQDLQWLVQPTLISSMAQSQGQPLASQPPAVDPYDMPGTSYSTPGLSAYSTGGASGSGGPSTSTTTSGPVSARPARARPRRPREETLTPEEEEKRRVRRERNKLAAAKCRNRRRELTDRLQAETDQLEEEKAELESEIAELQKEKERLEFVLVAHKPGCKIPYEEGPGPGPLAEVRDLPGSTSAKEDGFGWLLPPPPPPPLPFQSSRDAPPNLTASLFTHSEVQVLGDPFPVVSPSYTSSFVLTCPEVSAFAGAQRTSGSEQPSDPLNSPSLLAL
# SR-BI DiI-HDL act: enhances SR-BI lipid uptake from DiI-HDL. CHO ldlA[mSR-BI] cells, DiI-HDL uptake fluorescence, 3 h; 100 = double the neutral-control signal. activation, % at 12.5 µM. AID 504775. actives 0.096% (n = 320,000);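 active = mean replicate activation of at least 60% and every replicate at or above 60%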;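 note: 0% = median plate neutral-control signal and 100% = twice that signal; values of inactives mirror those of a sister screen read the other way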
#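 Test system: SR-BI-overexpressing, LDLR-lacking CHO cells; Also added: labelled HDL, 10 µg/mL; Measured by: bottom-read cell fluorescence after medium removal, ex 550/em 595 nm; Timing: 3 h uptake period with compound, 37 °C; Buffer or medium: F12, 0.5% BSA, 25 mM HEPES; Doses: single compound concentration, delivered by pin transfer.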
# Rtt109 Vps75: C. albicans Rtt109 histone acetyltransferase inhibition | Q5AAJ8 | purified Rtt109/Vps75, ThioGlo CoA-SH fluorescence, 4 h | inhibition, % at 34.9 µM | actives 0.16% (n = 330,000) | AID 540336;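 active = inhibition of at least 50% in every replicate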
# Target sequence (Q5AAJ8 whole entry, looked up): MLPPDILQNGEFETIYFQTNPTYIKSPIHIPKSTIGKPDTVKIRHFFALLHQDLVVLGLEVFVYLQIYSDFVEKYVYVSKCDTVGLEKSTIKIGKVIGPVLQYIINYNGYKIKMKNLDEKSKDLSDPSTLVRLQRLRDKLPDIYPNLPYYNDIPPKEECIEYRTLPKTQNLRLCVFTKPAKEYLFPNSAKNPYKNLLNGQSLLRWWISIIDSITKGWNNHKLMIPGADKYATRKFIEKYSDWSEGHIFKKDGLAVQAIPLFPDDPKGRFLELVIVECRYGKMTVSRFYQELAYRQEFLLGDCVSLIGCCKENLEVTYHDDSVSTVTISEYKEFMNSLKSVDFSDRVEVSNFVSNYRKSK
# MITF act: increases MITF-driven TRPM1 promoter luciferase signal | SK-MEL-5 TRPM1-promoter luciferase, 24 h; % of positive control, neutral wells = 0 | activation, % at 12.5 µM | actives 0.75% (n = 300,000);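 active = mean activation of at least 80% with every replicate also reaching 80%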;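 note: 0% = neutral control wells and 100% = parthenolide positive control wells; values of inactives mirror those of a sister screen read the other way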
# CDK5 inh: CDK5/p35 (human) kinase inhibition; Q00535+Q15078; Recombinant CDK5/p35, ADP-Glo luminescence, 60 min; inhibition, % at 10 µM; actives 0.01% (n = 330,000); AID 488839;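 active = highest replicate inhibition of at least 50% and at least 75% of replicates reaching 50%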;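 note: plate controls were DMSO neutral control for no effect and GW8510 at 10 µM for full effect; many of its hits are not listed in these tables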
# cardiac RTF act: increases calcium sensitivity of human cardiac regulated thin filaments. P19429+P45379. IANBD-labeled TnC RTF fluorescence at EC20 calcium; 0% EC20 calcium, 100% full calcium. activation, % at 7.2 µM. actives 0.24% (n = 340,000). AID 493008;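 active = activation above the mean over all tested compounds plus 3 SD, cut at about 30% in these data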;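 note: rise in fluorescence read as greater calcium sensitivity of cardiac thin filaments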
# HTR5A ag ctr: HTR5A agonism, opioid heterodimer counter-screen; HTR5A agonist assay, luminescence, cell-based; activation, % at 9.3 µM; actives 0.61% (n = 340,000); AID 504692; in the data active = activation mostly above about 9.5%, no sharp cut-off; inactive = mostly below about 7.6%;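 note: 0% = cells with vehicle only and 100% = reference agonist; strong numbers were not always called active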
# Target sequence (P47898 whole entry, looked up): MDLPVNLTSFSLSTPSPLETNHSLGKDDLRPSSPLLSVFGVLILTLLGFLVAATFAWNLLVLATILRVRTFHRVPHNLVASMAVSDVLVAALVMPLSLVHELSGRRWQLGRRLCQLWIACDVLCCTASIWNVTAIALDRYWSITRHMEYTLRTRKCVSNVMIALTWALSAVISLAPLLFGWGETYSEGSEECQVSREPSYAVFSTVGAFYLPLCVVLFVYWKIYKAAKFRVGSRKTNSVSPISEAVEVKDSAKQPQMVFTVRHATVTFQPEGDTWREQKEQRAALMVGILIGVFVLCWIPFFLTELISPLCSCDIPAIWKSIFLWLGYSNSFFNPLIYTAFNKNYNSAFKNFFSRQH
# SR-BI DiI inh: mouse SR-BI HDL lipid transfer inhibition; ldlA[mSR-BI] CHO cells, DiI-HDL uptake fluorescence, 3 h; inhibition, % at 12.5 µM; actives 0.96% (n = 320,000); AID 488896;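 active = mean replicate inhibition of at least 70% and a set share of replicates each scoring 70 or more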;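 note: 0% = median of neutral control wells and 100% = median of positive control wells; values of inactives mirror those of a sister screen read the other way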
# * marks the source's active call; other numbers are inactive results; . = no result given.
SMILES,Wnt bcat act,PvdQ acylase,dFosB activator,SR-BI DiI-HDL act,Rtt109 Vps75,MITF act,CDK5 inh,cardiac RTF act,HTR5A ag ctr,SR-BI DiI inh
O=C1CC(c2ccco2)Sc2nc3ccccc3n21 (stereo not given),46.5*,6.0,-4.8,-33.5,4.0,-0.8,1.1,2.0,3.7,33.5
CCCc1nc2nc(C)c(NS(=O)(=O)c3ccc4c(c3)CCCC4)c(=O)n2[nH]1,-1.3,-7.8,1.9,.,-5.6,10.9,1.1,-5.9,-0.7,.
Cc1cccn2c(=O)c3cc(S(=O)(=O)c4ccccc4)c(=N)n(Cc4cccnc4)c3nc12,0.5,-13.0,-1.7,.,-9.7,.,-0.3,-1.1,1.2,.
O=C(O)CC(NC(=O)Cc1ccc([N+](=O)[O-])cc1)c1ccc2c(c1)OCO2 (stereo not given),-2.8,-0.9,-2.0,16.4,14.0,1.5,1.4,3.4,-1.4,-16.4
Cc1ccc(C(=O)CSc2nc3ccccc3c(=O)[nH]2)cc1,.,-9.1,-6.4,13.1,7.9,-3.1,1.9,-2.9,-9.6,-13.1
O=C(NCC1CCCO1)c1cccc(Oc2ccc([N+](=O)[O-])cc2Cl)c1 (stereo not given),-9.7,-2.2,-6.4,17.3,2.1,-6.0,0.3,1.2,-2.1,-17.3
COc1ccc(NC(=O)N2CCN(S(C)(=O)=O)CC2)cc1OC,.,-2.9,-1.8,1.3,8.1,-11.2,-5.0,6.3,5.0,-1.3
c1ccc(-c2nnc3sc(-c4cc5ccccc5o4)nn23)cc1,.,6.3,-53.3,0.9,-4.2,21.1,2.3,-1.2,2.0,-0.9
CCOC(=O)[C@H]1[C@H]2COc3ccccc3[C@@H]2N2C(=O)c3c(C)cc(C)cc3NC(=O)[C@@]12C,-4.0,-7.4,-0.5,-33.9,2.0,7.7,-2.1,2.2,1.6,33.9
CCCCn1nnc(NC(=S)NC(=O)c2ccc(OCC)c([N+](=O)[O-])c2)n1,-1.0,-9.5,-11.1,6.2,-2.5,-14.5,-2.1,3.5,-2.9,-6.2
NC(=O)COc1ncn(-c2ccccc2)n1,.,-0.3,1.2,16.9,9.7,-6.2,-0.2,-6.6,-4.1,-16.9
CCN(CC)S(=O)(=O)c1ccc2c(c1)c(=O)c(C(=O)NCc1cccs1)cn2C,.,-4.6,-8.2,29.4,5.9,-4.2,-0.4,-0.2,-2.4,-29.4
CCCCn1c(=O)nc2n(-c3ccccc3)c3ccccc3cc-2c1=O,.,-10.3,0.0,-9.0,-145.4,-6.6,1.9,0.4,3.1,9.0
Cc1ccc(C(=O)Nc2nccc(-c3cccs3)n2)cc1,.,9.5,-9.7,1.0,-1.8,.,-0.3,1.1,4.5,-1.0
COCCN(CCOC)S(=O)(=O)c1ccc(C(=O)NC2CCN(Cc3ccccc3)CC2)cc1,-1.0,-21.6,2.7,17.8,-1.5,-11.5,-1.8,-4.7,10.0,-17.8
Cc1cc(SCC(=O)OCC(=O)N(CCC#N)c2ccccc2)nc2ccccc12,0.2,-12.3,-10.4,4.7,6.5,4.9,0.8,-4.5,2.5,-4.7
COc1ccc(/C=C2/C(=O)N=C3SCCN32)cc1,.,-10.0,-3.5,.,-3.2,-8.4,0.0,-0.3,3.7,.
COCCN(C(=O)c1csnn1)C(C(=O)NC1CCCCC1)c1ccc(C)cc1 (stereo not given),1.7,-11.4,-5.1,12.2,-1.3,13.6,0.8,-1.7,-2.4,-12.2
CC(Sc1nnc(-c2cccnc2)o1)C(=O)NC1CCCC1 (stereo not given),13.7,-11.3,4.5,23.9,-9.3,0.9,-1.6,-1.2,2.7,-23.9
CC(C)(C)NS(=O)(=O)c1ccc(CCC(=O)N2CCCCC2)cc1,.,10.6,-3.8,5.4,10.9,.,0.4,3.6,-0.3,-5.4

# Entries of single compounds, looked up by structure. Screens in order: Wnt bcat act	PvdQ acylase	dFosB activator	SR-BI DiI-HDL act	Rtt109 Vps75	MITF act	CDK5 inh	cardiac RTF act	HTR5A ag ctr	SR-BI DiI inh
# Listed for CC(C)(C)NS(=O)(=O)c1ccc(CCC(=O)N2CCCCC2)cc1 = .	10.6	-3.8	5.4	10.9	.	0.4	3.6	-0.3	-5.4
# Listed for CC(Sc1nnc(-c2cccnc2)o1)C(=O)NC1CCCC1 (stereo not given) = 13.7	-11.3	4.5	23.9	-9.3	0.9	-1.6	-1.2	2.7	-23.9

# Returning to the listing; the four compounds before the break are reprinted first.
SMILES,Wnt bcat act,PvdQ acylase,dFosB activator,SR-BI DiI-HDL act,Rtt109 Vps75,MITF act,CDK5 inh,cardiac RTF act,HTR5A ag ctr,SR-BI DiI inh
COc1ccc(/C=C2/C(=O)N=C3SCCN32)cc1,.,-10.0,-3.5,.,-3.2,-8.4,0.0,-0.3,3.7,.
COCCN(C(=O)c1csnn1)C(C(=O)NC1CCCCC1)c1ccc(C)cc1 (stereo not given),1.7,-11.4,-5.1,12.2,-1.3,13.6,0.8,-1.7,-2.4,-12.2
CC(Sc1nnc(-c2cccnc2)o1)C(=O)NC1CCCC1 (stereo not given),13.7,-11.3,4.5,23.9,-9.3,0.9,-1.6,-1.2,2.7,-23.9
CC(C)(C)NS(=O)(=O)c1ccc(CCC(=O)N2CCCCC2)cc1,.,10.6,-3.8,5.4,10.9,.,0.4,3.6,-0.3,-5.4
CCc1ccc(CN(C)C(=O)c2cc(=O)c3ccccc3o2)cc1,-1.7,-10.0,-11.6,9.4,-1.3,10.6,0.3,-2.5,-6.0,-9.4
COc1cccc(-c2nc(-c3ccc(Br)o3)no2)c1,45.4*,2.4,-9.0,7.2,-4.9,51.0,-0.3,0.5,-5.0,-7.2
Cc1ccc2c(C)c(C(=O)NCC(C)(C)N3CCOCC3)oc2c1C,-3.2,-11.8,-1.3,4.3,7.3,9.7,0.7,-3.6,0.3,-4.3
CCOc1ccc(NC(=O)c2ccccc2NC(=O)CN2CCCCCC2)cc1,1.4,-4.7,-13.7,-12.6,-2.0,4.0,-0.1,-17.6,-4.5,12.6
Cc1cc(OCC(=O)Nc2nnc(C3CC3)s2)ccc1[N+](=O)[O-],-1.2,-13.0,6.3,26.4,2.1,-1.2,-7.9,4.6,-1.1,-26.4
O=C(c1cc2sccc2n1Cc1ccc(F)cc1)N1CCN(c2nc3ccccc3s2)CC1,-14.7,-6.9,-11.8,-67.1,-1.4,-14.8,-0.3,4.4,5.8,67.1
Cc1cc(C([O-])=C(C(=S)Nc2ccc(F)cc2)[n+]2ccccc2)c(C)n1-c1ccc(F)cc1,-4.3,-16.5,-8.1,-44.7,2.4,-19.3,-5.4,4.5,-2.0,44.7
COC(=O)CN1C(=S)N(C)C(=O)C1CC(=O)Nc1ccccc1 (stereo not given),-2.1,9.2,-6.1,0.7,9.1,3.1,0.9,6.9,2.5,-0.7
COc1ccc(NC(=O)Nc2ccc3c(c2)C(=O)N([C@H](C)CO)C[C@H](C)[C@@H](CN(C)S(=O)(=O)c2cccs2)O3)cc1,-3.7,-5.5,-7.5,-25.4,8.5,1.4,-1.0,-6.1,0.4,25.4
C=CCC[C@H](Cc1ccc(F)cc1)C(=O)OC[C@@H](NC(=O)[C@@H](CC=C)CC(=O)N[C@@H](CO)Cc1ccccc1)C(C)(C)C,-3.0,-3.3,1.0,-32.0,-12.4,-5.8,-2.0,9.4,-1.2,32.0
Nc1c(C(=O)NCc2ccccc2)c2nc3ccccc3nc2n1-c1ccc2c(c1)OCO2,.,-8.2,-24.6,-26.4,11.1,-8.7,0.7,-22.5,-2.5,26.4
CCOc1cc2[nH]c(=O)n(CCC(=O)N3CCN(c4ccccc4OC)CC3)c(=O)c2cc1OCC,2.9,-8.6,1.9,-8.3,.,.,-0.7,2.8,2.7,8.3
O=[N+]([O-])c1ccc(-c2ccc(/C=N/Nc3nc(N4CCCC4)nc(N4CCCC4)n3)o2)cc1,-9.0,-10.7,-4.3,-66.4,-6.3,-67.7,-0.1,10.4,3.1,66.4
N#Cc1ccsc1NC(=O)CN1CCN(S(=O)(=O)c2cc(Cl)ccc2Cl)CC1,-5.9,-4.8,-13.7,3.6,-0.2,-1.6,1.0,3.9,-0.8,-3.6
O=C(COc1ccc(Cl)cc1Cl)N/N=C/c1cccnc1,-1.6,-6.2,-6.9,3.3,-7.1,14.5,0.9,0.8,1.3,-3.3
CN1CCN(/N=C/c2ccc(-c3ccc([N+](=O)[O-])cc3)o2)CC1,15.1,-4.6,-2.7,8.0,7.0,44.4,-3.1,3.8,-0.7,-8.0
O=C(COC(=O)c1ccc([N+](=O)[O-])s1)Nc1ccc(Cl)cn1,-3.0,3.0,-8.5,11.5,11.5,-4.3,1.4,-1.5,5.7,-11.5
CCCCCOc1ccc(C(=O)OCC(=O)Nc2cc(C)on2)cc1,2.1,-5.2,0.8,29.3,-0.2,9.5,-0.7,-8.1,2.4,-29.2
Cc1ccc(NC(=O)CN2CCc3ccccc3C2)cc1S(=O)(=O)N1CCOCC1,.,-14.4,0.6,-10.7,-4.5,-3.2,-0.5,6.8,-0.7,10.7
CN(C1CCCCC1)S(=O)(=O)c1ccc2c(c1)c(=O)c(C(=O)N1CCc3ccccc3C1)cn2C,-3.5,-1.4,-0.5,-18.1,2.4,-2.2,0.3,-3.0,-1.3,18.1
O=C(c1cc2ncc(Br)cn2n1)N1CCOCC1,-1.2,-7.3,-4.2,9.1,-3.2,-0.1,1.1,-0.4,-2.6,-9.1
COCCCn1c(C)cc(C(=O)CN2c3cccc4cccc(c34)S2(=O)=O)c1C,0.5,-9.0,-11.5,-32.1,-5.5,6.1,0.6,-3.0,1.8,32.1
COc1ccc(N2C(=O)CC3(CCCC3)CC2=O)cc1,-2.9,-1.5,-4.1,5.4,-1.4,-10.2,-8.5,-3.9,2.9,-5.4
COCc1nc(-c2ccc(-c3ccccc3)nc2OC)no1,48.7*,2.9,-18.6,-40.0,3.7,.,1.2,5.4,0.6,40.0
CCc1nnc(NC(=O)CN2CCN(c3ccccc3F)CC2)s1,-1.0,-17.0,-5.3,6.1,-5.9,-11.8,-1.4,3.6,1.5,-6.1
COc1ccc(-c2cc(C(F)F)n3ncc(C(=O)Nc4ccc(C(=O)N5CCOCC5)cc4)c3n2)cc1,-1.3,2.9,-22.4,-68.9,-2.4,-33.0,-0.2,1.1,-1.6,68.9
C/C(=N\NC(=O)CSCc1ccc([N+](=O)[O-])cc1)c1ccccc1,-1.4,4.6,-4.1,-2.4,-4.8,0.6,-1.0,3.0,3.8,2.4
CN(c1ccccc1C(=O)O)S(=O)(=O)c1ccc2[nH]c(=O)[nH]c2c1,-2.0,-9.6,-1.3,6.8,2.6,2.9,-0.3,4.3,6.2,-6.8
CCC(=O)c1ccc(OCC(=O)OCC(=O)c2cc(C)n(C3CC3)c2C)cc1,-0.2,-8.9,-4.1,8.5,7.0,5.4,1.1,-6.4,-1.7,-8.5
O=C(NC1CCCCCC1)C1C2C=CC3(CN(Cc4cccnc4)C(=O)C13)O2 (stereo not given),2.8,-9.4,1.9,30.5,0.9,.,2.5,4.1,0.8,-30.5
